Compound activity as filed in PubChem.
miR122 inh = miR-122 Renilla sensor signal increase in Huh7, primary screen, miR-122 inhibitor project, cell-based, single point, plate reader; Huh7 miR-122 Renilla luciferase sensor, 48 h; neutral wells = 0, positive control = 100; hit rate 0.3% among 340,000; activation (reporter increase), % at 12.5 µM;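 active means mean replicate activation score at least 90 and every replicate individually at or above 90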;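 further: higher luciferase means less miR-122 activity so hits act as miR-122 inhibitors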
CASP6 VEID inh = human caspase-6 inhibitors, primary screen, biochemical, VEID-R110 fluorescence, single point, set 2; inhibition, % at 12.5 µM; purified caspase-6, Z-VEID-R110 cleavage fluorescence; hit rate 0.53% among 350,000; P55212;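 active means mean inhibition across replicates at least about 35%, with every replicate also reaching that limit, limit read from the data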;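 further: 0% = median of neutral control wells and 100% = no fluorescence left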
Target sequence (P55212 24-179 limits assumed): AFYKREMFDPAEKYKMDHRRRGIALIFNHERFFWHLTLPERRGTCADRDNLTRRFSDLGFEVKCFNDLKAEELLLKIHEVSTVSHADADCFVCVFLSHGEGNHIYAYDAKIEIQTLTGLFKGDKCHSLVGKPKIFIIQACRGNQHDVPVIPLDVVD
Target sequence (P55212 194-293 limits assumed): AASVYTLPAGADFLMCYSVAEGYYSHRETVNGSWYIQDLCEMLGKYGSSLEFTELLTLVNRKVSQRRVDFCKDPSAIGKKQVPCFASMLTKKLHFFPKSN
PGC1a acetyl inh = inhibitors of PGC1a acetylation signal, primary screen, cell-based, U2OS, AlphaScreen, inhibitor mode; AlphaScreen anti-acetyl-lysine; with virally co-expressed GCN5 acetyltransferase; inhibition, % at 15.6 µM; hit rate 0.17% among 350,000;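 active means every replicate shows inhibition of at least 40%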;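 further: 0% = neutral control wells and 100% = positive control wells; some results beyond the cut were filed as inactive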
Cneo AK release = Cryptococcus neoformans cell lysis inducers, primary screen, AK release luminescence, single concentration. C. neoformans lysis, adenylate kinase release luminescence, 4 h; normalised: neutral wells 0, clomiphene wells 100. lysis activity, % at 15 µM. hit rate 0.2% among 360,000. AID 651654, 2012;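 active means mean lysis activity across replicates of at least 80%, whatever share of replicates individually reach that level; inactive means mean lysis activity below 80%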
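Test system: log-phase Cryptococcus neoformans yeast cells; Quantity: yeast cell density of 5 × 10^6 cells/mL; Buffer or medium: YPD; Doses: single compound concentration per well; Timing: 4 h at 37 °C static, read 1 h later; Measured by: AK luminescence; Read-out basis: lysis from increased AK signal; Control set: Clomiphene as positive control.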
LGR2 inh = inhibitors of bursicon-induced LGR2 CRE-luciferase signal, primary screen, cell-based, HEK293, CRE-luciferase reporter, bursicon stimulation | hit rate 0.35% among 380,000 | Drosophila bursicon receptor LGR2 (rickets) | AID 720647, 2013 | bursicon-stimulated, 4 h | inhibition, % at 9.99 µM;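 active means drop in luminescence signal, shown as inhibition above about 50% in the replicate tests, limit read from the data, passing the limit was not always enough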;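 further: agonist challenge used bursicon conditioned medium at about half maximal strength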
PAX8 reporter = inhibitors of PAX8-driven TPO luciferase reporter, primary screen, RMG-I cells, single concentration | SteadyGlo, 24 h | inhibition, % at 12.6 µM | hit rate 1.2% among 360,000 | AID 652154, 2013;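 active means mean replicate inhibition at least 60% with every replicate also reaching 60%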;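 further: luciferase light reporting Pax8 driven TPO promoter activity; plate controls were median of neutral control wells for no effect and mitoxantrone controls for full effect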
EWS-Fli block = EWS/Fli-driven NR0B1 reporter inhibitors, primary screen, A673 cells, NR0B1 luciferase, luminescence, MLPCN library | viability-normalised | inhibition, % at 12.6 µM | hit rate 0.67% among 350,000;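 active means mean inhibition of at least 50% after viability correction, with every replicate also passing that limit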;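 further: firefly luciferase signal divided by Alamar Blue viability fluorescence both relative to DMSO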
FN deposit inh = inhibitors of fibronectin matrix deposition, primary screen, AH1F cells, Alexa488-fibronectin fluorescence, plate reader | inhibition, % at 12.6 µM | hit rate 0.086% among 350,000 | AH1F fibroblasts, overnight;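 active means mean inhibition across replicates of 30% or more, regardless of how many single replicates reach that level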;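 further: positive control wells lacked labelled fibronectin entirely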
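Material: AH1F fibroblasts assembling fluorescent fibronectin matrix; amount: 10000 AH1F cells/well; medium: DMEM, 2% serum; reagent: Alexa488-fibronectin, 24 nM final in well; dosing: single compound dose, delivered by pin transfer; incubation: 1 h adhesion, overnight exposure; detection: fluorescence after three HBSS washes, excitation 485 nm, emission 525 nm; measure: fibronectin deposition inhibition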
The depositor's hits bear a star; x = no result given; & = joins results of further samples; [ ] = another dose, or the depositor's remark.

The opening 3 records, to show the layout:
Second line of a record: miR122 inh | CASP6 VEID inh | PGC1a acetyl inh | Cneo AK release | LGR2 inh | PAX8 reporter | EWS-Fli block | FN deposit inh
Cc1cc(C(=O)O)ccc1-c1ccc(/C=C2\NC(=O)N(Cc3ccc(F)cc3)C2=O)o1
    x | 31 | 7 | x | -11 | 18 | 4 | -6
CSc1cccc(NC(=O)c2[nH]c(C)c(C(C)=O)c2C)c1
    37 | 2 | x | x | -24 | -177 | -119 | 0
COc1cc(C(=O)OCC(=O)Nc2ccc3c(c2)OC(F)(F)O3)ccc1OCc1c(C)noc1C
    3 | x | 0 | -1 | x | -2 | x | 7

This part in full, from the first entry:
Second line of a record: miR122 inh | CASP6 VEID inh | PGC1a acetyl inh | Cneo AK release | LGR2 inh | PAX8 reporter | EWS-Fli block | FN deposit inh
Cc1cc(C(=O)O)ccc1-c1ccc(/C=C2\NC(=O)N(Cc3ccc(F)cc3)C2=O)o1
    x | 31 | 7 | x | -11 | 18 | 4 | -6
CSc1cccc(NC(=O)c2[nH]c(C)c(C(C)=O)c2C)c1
    37 | 2 | x | x | -24 | -177 | -119 | 0
COc1cc(C(=O)OCC(=O)Nc2ccc3c(c2)OC(F)(F)O3)ccc1OCc1c(C)noc1C
    3 | x | 0 | -1 | x | -2 | x | 7
Cc1ccc(S(=O)(=O)Nc2ccc3c(c2)CC(=O)N([C@H](C)CO)C[C@@H](C)[C@H](CN(C)Cc2ccc(-c4ccccc4)cc2)O3)cc1
    -9[16.7 µM] | -1 | -12 | 2&-1 | 7 | x | 2 | -4
Cc1ccc([N+](=O)[O-])cc1NC(=O)CCCOc1ccccc1
    -1 | x | -21 | 2 | x | -26 | x | 4
CC(Oc1ccc2ccc(=O)oc2c1)C(=O)NCC1CCC(C(=O)O)CC1 (stereo unspecified)
    -7 | -4 | 0 | -2 | 18 | x | 4 | x
COc1ccc(F)cc1S(=O)(=O)N1CCC(C(N)=O)CC1
    -4 | x | 6 | 7 | 18 | x | x | x
Clc1ccc(CSc2nncn2-c2ccccn2)cc1
    7 | x | 10 | 9 | x | 2 | x | x
O=C(NCc1cccc(F)c1)c1cccc2c1C(=O)c1ccc(Cl)cc1S2(=O)=O
    -2 | -1 | -2 | 6 | -16 | -12 | -1 | 0
CC(C)C(=O)N1CCC2(CC1)Oc1ccc(F)cc1C(=O)C21CC(c2ccc(Cl)cc2)=NO1 (stereo unspecified)
    -5 | -2 | -37 | -1 | 1 | -2 | -6 | 17
CC(=O)c1ccc(S(=O)(=O)N2CCNC(=O)C2)cc1
    2 | 24 | 1 | -2 | -6 | -6 | -5 | -8
COCOCCn1cc(CN2CCS(=O)(=O)N(Cc3ccc(-c4ccc(Cl)cc4)cc3)C(C)C2=O)nn1 (stereo unspecified)
    -9 | -1 | -8 | 2 | 4 | 9 | -1 | -4
O=C(C[C@H]1C[C@H]2c3cc(NC(=O)c4ccc5c(c4)OCO5)ccc3O[C@H]2[C@H](CO)O1)NC1CCCC1
    2[16.7 µM] | 0 | -7 | 1 | 6 | 4 | -11 | -2
CCOC(=O)N1CCN(C(=O)CSc2nc3c(c(=O)n2-c2ccccc2OC)SCC3)CC1
    -2 | x | 3 | 3 | 2 | x | x | x
C[C@H](CO)N1C[C@H](C)[C@@H](CN(C)C(=O)Nc2cccc3ccccc23)OCCCC[C@H](C)Oc2ccc(NC(=O)CCCN(C)C)cc2C1=O
    -6[16.7 µM] | 3 | -18 | -4 | 13 | -11 | -1 | x

Other structures:
Second line of a record: miR122 inh | CASP6 VEID inh | PGC1a acetyl inh | Cneo AK release | LGR2 inh | PAX8 reporter | EWS-Fli block | FN deposit inh
CCS(=O)(=O)C1=NSC2=NC(=O)/C(=C\c3cc(C)n(-c4cccc(OC)c4)c3C)C(=N)N21
    x | 13 | x | x | 8 | -2 | -20 | -1
O=C(COc1ccc(Cl)cc1)N1CCN(c2ccc([N+](=O)[O-])c(N3CCCCC3)c2)CC1
    -7 | 1 | -18 | 1 | 22 | x | 2 | x
CC(Sc1nnc(C2CC2)n1N)C(=O)NC1CCCCC1C (stereo unspecified)
    x | 2 | x | 1 | 4 | -15 | x | 6
CCOC(=O)C1CCN(C(=O)CN(Cc2ccccc2)S(C)(=O)=O)CC1
    -7 | -2 | 2 | -2 | -5 | x | x | -6
Cc1nn(-c2ccccc2)c(C)c1/C=N/NC(=O)CSc1nc2ccccc2c(=O)n1-c1ccc(Br)cc1
    74 | x | -3 | 4 | x | -2 | x | 12
COc1ccccc1C(=O)N(Cc1nc(-c2ccc(Cl)cc2)no1)C(C)C
    -5 | 3 | -29 | -3 | 10 | 12 | 9 | 0
CCNC(=O)C1(C)CCN(C(=O)c2ccccc2C(F)(F)F)C1 (stereo unspecified)
    -1 | -2 | 7 | 0 | -4 | 3 | 0 | 5
COc1ccc2c3c(n(C)c2c1)[C@H](CO)N(C)CC31CCN(C(=O)c2cccnc2)CC1
    x | -4 | 8 | x | 21 | x | -1 | 6
Cn1c(=O)c2c(nc(NCCNC(=O)c3ccco3)n2Cc2ccccc2F)n(C)c1=O
    -1 | 3 | -4 | 0 | -2 | -8 | 9 | -1
CN(C)c1nc2c(c(N)nn2-c2ccc(Cl)cc2)c(=O)o1
    -2 | x | 8 | 0 | x | x | x | 1
COCCn1c(SCC(=O)N2CCCC2=O)nc2sc(C)c(C)c2c1=O
    x | 1 | x | 0 | -8 | -8 | -1 | -6
O=C(N/N=C/c1cccnc1)c1cccc(Br)c1
    4 | -4 | -15 | 1 | -12 | 0 | -17 | -6
C[C@H](CO)N1C[C@H](C)[C@H](CN(C)S(=O)(=O)c2cccs2)Oc2c(NC(=O)c3nc4ccccc4s3)cccc2C1=O
    6[16.7 µM] | 4 | -7 | 46 | 21 | x | 9 | 12
COCCN(C(=O)Nc1ccccc1OC)c1nc2ccccc2s1
    -5 | 1 | -9 | 1 | -11 | -42 | -18 | -3
O=C(O)C[C@@H]1C=C[C@H](NC(=O)Nc2ccccc2)[C@@H](CO)O1
    x | -1 | 6 | -2 | 0 | -3 | -1 | -3

The listing continues.
Second line of a record: miR122 inh | CASP6 VEID inh | PGC1a acetyl inh | Cneo AK release | LGR2 inh | PAX8 reporter | EWS-Fli block | FN deposit inh
CC1(C)NC(=O)N(CC(O)COc2ccccc2[N+](=O)[O-])C1=O (stereo unspecified)
    -2 | 3 | 4 | 9 | -8 | -1 | -3 | -20
CCc1ccc(/C=C2\SC(=S)N(CCC(=O)Nc3cc(C)on3)C2=O)cc1
    x | 0 | x | x | 2 | 7 | 63* | 4
CCN(CC)S(=O)(=O)c1ccc(NC(=O)C2CCCN(C(=O)c3ccc(Cl)cc3)C2)cc1 (stereo unspecified)
    7 | -1 | x | -1 | 7 | 56 | 12 | -1
Cc1nc(NCc2ccccc2)c(C(N)=O)c2c1COC(C)(C)C2
    1 | x | -11 | -1 | -16 | x | x | x
C[C@H]1CN([C@@H](C)CO)C(=O)Cc2cc(NC(=O)Nc3ccc4c(c3)OCO4)ccc2O[C@H]1CN(C)CC1CCCCC1
    1[16.7 µM] | 0 | 5 | -4 | 4 | -9 | -5 | x
CC(=O)N(C1=C(N)C(=O)c2ccccc2C1=O)C(C)C
    x | 12 | 6 | x | 2 | 7 | -30 | -9
Cc1ccc(C(=O)Nc2ccc3c(c2)OCO3)cc1NC(=O)c1ccco1
    4 | -2 | x | -3 | -15 | -48 | -21 | 1
O=[N+]([O-])c1ccc(-c2csc(NN=C3CCCC3)n2)cc1
    0 | 1 | 3 | 2 | -43 | -37 | -38 | -1
N#C[C@@H]1[C@@H](c2ccccc2)[C@H](CO)N1C(=O)c1cc(Cl)cc(Cl)c1
    x | 2 | 1 | -1 | 10 | -3 | 7 | 12
Cn1c(COc2ccc3ccccc3c2)nnc1SCC(N)=O
    -3 | x | -1 | 2 | x | -6 | x | 4
O=C(c1ccccc1F)N1CC(=O)N2[C@H](C1)[C@H](c1ccc(-c3cccnc3)cc1)[C@@H]2CO
    x | -1 | -2 | x | 24 | -5 | 3 | x
Cc1cc(-c2nnc(-c3cc4ccccc4oc3=O)o2)c(C)n1-c1ccccc1
    1 | -1 | x | -2 | -45 | -12 | x | -3
COc1ccc(C2NC(=O)N(C)C(C)=C2[N+](=O)[O-])cc1 (stereo unspecified)
    -2 | -2 | 9 | 3 | -5 | 6 | 11 | 19
O=C(CN1CCCC1)Nc1ccccc1Sc1ccccc1
    1 | 3 | 6 | 1 | x | 11 | 9 | -1
CNC(=O)C[C@@H]1CC[C@@H]2[C@@H](COc3ccc(NC(=O)c4ccc(F)cc4)cc3C(=O)N2C)O1
    -3[16.7 µM] | 1 | -2 | -4 | -14 | -8 | -7 | -10

Three compounds drawn at random from the list so far:
Second line of a record: miR122 inh | CASP6 VEID inh | PGC1a acetyl inh | Cneo AK release | LGR2 inh | PAX8 reporter | EWS-Fli block | FN deposit inh
O=C(CN1CCCC1)Nc1ccccc1Sc1ccccc1
    1 | 3 | 6 | 1 | x | 11 | 9 | -1
CNC(=O)C[C@@H]1CC[C@@H]2[C@@H](COc3ccc(NC(=O)c4ccc(F)cc4)cc3C(=O)N2C)O1
    -3[16.7 µM] | 1 | -2 | -4 | -14 | -8 | -7 | -10
N#C[C@@H]1[C@@H](c2ccccc2)[C@H](CO)N1C(=O)c1cc(Cl)cc(Cl)c1
    x | 2 | 1 | -1 | 10 | -3 | 7 | 12

More records
Molecule	miR122 inh	CASP6 VEID inh	PGC1a acetyl inh	Cneo AK release	LGR2 inh	PAX8 reporter	EWS-Fli block	FN deposit inh
CC(C)c1c(O)nc(SCc2ccc(F)cc2)[nH]c1=O	x	0	x	3	7	0	7	-7
C[C@@H]1CN([C@@H](C)CO)S(=O)(=O)c2ccc(-c3ccccc3)cc2O[C@H]1CN(C)C(=O)CC1CC1	7[16.7 µM]	0	6	-4	-13	-6	1	x
COc1cccc(S(=O)(=O)N(C)C[C@@H]2Oc3cc(C#CCN(C)C)ccc3S(=O)(=O)N([C@@H](C)CO)C[C@H]2C)c1	-10[16.7 µM]	0	1	3	-26	x	7	x
C[C@@H]1CN([C@@H](C)CO)C(=O)c2cccc(NS(=O)(=O)c3cccs3)c2O[C@H]1CN(C)S(=O)(=O)c1cn(C)cn1	3[16.7 µM]	-1	-9	0	23	x	6	x
C[C@H](CO)N1C[C@H](C)[C@@H](CN(C)S(=O)(=O)c2ccccc2)Oc2c(NC(=O)Cc3ccccc3)cccc2C1=O	1	1	5	0	-5	-2	9	-2
COc1ccc(-c2nn(-c3ccccc3)cc2/C=N/NC(=O)c2cccc(S(=O)(=O)Nc3ccccc3OC)c2)cc1	x	-2	x	x	-6	-28	1	1
Cc1cc(C(=O)CSc2nc(N)cc(=O)[nH]2)c(C)n1CC1CCCO1 (stereo unspecified)	x	4	-14	-1	x	-3	1	-3
CN(c1c[nH]c(=O)[nH]c1=O)C1CCCCC1	0	1	3	x	-11	-17	5	-7
Cc1cc(=S)[nH]c2ccccc12	-7	x	-1	5	6	x	x	x
Cc1noc(C)c1S(=O)(=O)Nc1ccc2c(c1)C(=O)N([C@H](C)CO)C[C@H](C)[C@H](CN(C)C(=O)Nc1ccc(C(F)(F)F)cc1)OCCCC[C@@H](C)O2	-1[16.7 µM]	1	3	2	-25	0	2	x
COc1ccccc1N1CCN(S(=O)(=O)CCNC(=O)Cc2ccc(F)cc2)CC1	-2	0	0	1	-2	17	9	3
